# Compound activity from PubChem BioAssay.
# ALDH1A1 inh: ALDH1A1 (human) enzyme inhibition. Purified ALDH1A1, NADH fluorescence, propionaldehyde substrate. Potency, µM (highest dose often 75.3 µM), inactives show at the highest dose activity, negative = inhibition, hits mostly inhibitors. 220,000 compounds, 7.3% hits. AID 1030; active = well fitted inhibition curve with a large enough effect, not every such curve was filed as active; inconclusive = small, poorly fitted or top-dose-only effect, or another doubt; inactive = no such curve, though single readings can be large or run the other way;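 note: plate controls were no enzyme wells and a reference inhibitor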
# Target sequence (P00352 whole entry, looked up): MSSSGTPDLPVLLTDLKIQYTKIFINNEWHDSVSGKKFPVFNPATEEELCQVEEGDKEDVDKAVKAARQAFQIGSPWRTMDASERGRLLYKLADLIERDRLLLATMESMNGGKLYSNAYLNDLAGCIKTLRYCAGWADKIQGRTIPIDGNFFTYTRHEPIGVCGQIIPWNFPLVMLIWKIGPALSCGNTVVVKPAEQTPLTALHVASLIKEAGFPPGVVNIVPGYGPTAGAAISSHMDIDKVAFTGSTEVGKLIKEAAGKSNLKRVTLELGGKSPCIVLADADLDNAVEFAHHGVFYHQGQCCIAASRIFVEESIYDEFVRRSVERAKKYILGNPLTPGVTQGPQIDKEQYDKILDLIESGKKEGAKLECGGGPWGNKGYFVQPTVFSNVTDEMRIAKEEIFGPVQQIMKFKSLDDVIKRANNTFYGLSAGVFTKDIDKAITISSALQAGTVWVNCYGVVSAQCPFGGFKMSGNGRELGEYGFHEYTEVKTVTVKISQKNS
# Tau fluor counter: counter-screen for tau fibril formation inhibitors. Potency, µM (doses to about 57.7 µM), inactives show top-dose activity change, negative = decrease. tau K18 P301L Alexa594 fluorescence, heparin fibrillization. 280,000 compounds, 0.93% hits; note: nearly all actives have a fitted effect of over 55% in size
#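 Human tau K18 P301L (15 uM unlabeled, 0.24 uM Alexa 594-labeled) in 100 mM sodium acetate pH 7 with 20 uM heparin, 6 hr at 37 C. ThT 30 uM added, 1 hr ambient; Alexa 594 FP and total fluorescence read at 555/632 nm.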
# Tau ThT inhib: inhibitors of human tau fibril formation, thioflavin T binding. P10636. recombinant tau K18 P301L, heparin-induced fibrillization, ThT fluorescence. Potency, µM (highest dose often 57.4 µM), for the others: at the top dose activity, negative = inhibition, hits mostly inhibitors. 270,000 compounds, 2.1% hits; note: nearly all actives have a fitted effect of over 55% in size
# Target sequence (P10636 561-689 P618L limits assumed): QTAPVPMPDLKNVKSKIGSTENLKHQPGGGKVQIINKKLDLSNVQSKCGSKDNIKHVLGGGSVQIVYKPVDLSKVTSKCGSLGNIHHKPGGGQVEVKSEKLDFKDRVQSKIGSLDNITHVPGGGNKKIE
#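 Fibril formation assay: tau K18 P301L at 15 uM with trace Alexa 594 label, heparin inducer 20 uM, pH 7 sodium acetate buffer, 37 C for 6 hr; endpoint ThT signal.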
# aGal spleen mod: alpha-galactosidase A (human) modulation; human spleen homogenate, 4MU-alpha-Gal fluorescence, 40 min; 240,000 compounds, 0.008% hits; P06280; AID 2107; Potency, µM (titrated, usually from 80 µM), for the others: at the highest dose activity change, negative = inhibition, usual class: inhibitors;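 note: 0% = enzyme with vehicle and -100% = no enzyme basal signal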
#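 Fluorogenic readout (Ex 365/Em 440 nm) of 4-methylumbelliferone released from 1 mM 4-MU-alpha-galactoside by spleen homogenate, 40 min at 37C, pH 5.0. Data normalized to no-enzyme and enzyme controls; Hill-equation AC50 from compound titrations.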
# TR SRC2 fluor cs: alters Texas Red total fluorescence, flagging assay interference; 280,000 compounds, 0.29% hits; Potency, µM (top dose mostly 106 µM), without a hit: at the highest dose fluorescence change, negative = quenching; TRb/SRC2 Texas Red total fluorescence interference; AID 1479; active = well fitted curve in either direction with a large enough effect; inconclusive = small, poorly fitted or top-dose-only effect
#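 Human TRβ ligand-binding domain (0.6 uM) and Texas Red SRC2 peptide (20 nM) in Tris buffer with 1 uM T3 and 5% DMSO were incubated with pinned compound for 5 hr at ambient temperature. Total fluorescence was computed as S + 2P (555/632 nm).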
# Tau FP inhib: inhibitors of human tau fibril formation. P10636. 280,000 compounds, 0.39% hits. Potency, µM (highest dose often 57.7 µM), for inactives: at the highest dose activity, negative = inhibition, actives largely listed as inhibitors. AID 1468. K18 P301L tau heparin fibrillization, Alexa594 FP, 6 h; note: nearly all actives have a fitted effect of over 55% in size
#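 Human tau K18 […] P301L fragment, 15 uM unlabeled plus 0.24 uM Alexa 594-labeled tau (final), with compound and 20 uM heparin in 100 mM sodium acetate pH 7; 6 hr at 37 C, then Alexa 594 FP read.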
# TRb SRC2 PPI: TRbeta-SRC2 interaction inhibition. TRbeta-SRC2 peptide binding, fluorescence polarization; receptor liganded with 1 µM T3. Potency, µM (titrated, usually from 106 µM), inactives show at the top dose activity change, negative = inhibition, hits mostly inhibitors. 280,000 compounds, 0.065% hits;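 note: plate controls were bound peptide for no effect and peptide without receptor for full effect; nearly all actives have a fitted effect of over 50% in size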
# Target sequence (P10828 whole entry, looked up): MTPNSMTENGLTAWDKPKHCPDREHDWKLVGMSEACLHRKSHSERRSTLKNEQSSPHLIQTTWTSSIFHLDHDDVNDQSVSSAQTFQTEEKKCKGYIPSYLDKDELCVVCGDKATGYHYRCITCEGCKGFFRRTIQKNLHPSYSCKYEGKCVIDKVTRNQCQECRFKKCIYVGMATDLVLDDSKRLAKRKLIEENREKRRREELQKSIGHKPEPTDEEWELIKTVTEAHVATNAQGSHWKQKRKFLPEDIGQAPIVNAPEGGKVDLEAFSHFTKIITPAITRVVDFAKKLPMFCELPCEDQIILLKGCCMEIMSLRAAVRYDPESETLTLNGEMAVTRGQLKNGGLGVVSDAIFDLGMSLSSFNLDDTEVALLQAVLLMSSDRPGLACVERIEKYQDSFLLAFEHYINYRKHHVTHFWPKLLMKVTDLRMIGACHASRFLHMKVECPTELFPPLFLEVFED
#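 Each compound concentration gave % activity, normalized to unbound and bound Texas Red SRC2 controls, from polarization read after 5 hr ambient incubation with T3-loaded human TRb LBD.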
# L3MBTL1 inh: blocks human L3MBTL1; AlphaScreen L3MBTL1–H3K9me1 peptide binding; Q9Y468; 230,000 compounds, 0.66% hits; Potency, µM (top dose mostly 57.1 µM), for the others: at the highest dose activity, negative = inhibition, actives largely listed as inhibitors; note: nearly all actives have a fitted effect of over 60% in size
#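 Read-out is AlphaScreen signal from streptavidin donor and nickel chelate acceptor beads (10 ug/mL final each) bridging L3MBTL1 (50 nM) and biotinylated K9-monomethylated H3(1-15) peptide (75 nM), after 30 min compound exposure at room temperature.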
# Starred values were filed as active, the others as inactive; ? = inconclusive; / = not tested or not shown; & = joins results of further samples; [ ] = dose if it differs, or a comment. Unless noted, calls come from the whole dose curve; as a rule, active = well fitted curve in the direction sought with a large enough effect; inconclusive = small, poorly fitted or top-dose-only effect, or another doubt; inactive = no such curve, though single readings can be large; an effect the other way counts as inactive or inconclusive. Unless noted, % is set by controls: 0 for no effect and ±100 for the full control effect; potency is the fitted concentration of half-maximal effect.
smiles | ALDH1A1 inh | Tau fluor counter | Tau ThT inhib | aGal spleen mod | TR SRC2 fluor cs | Tau FP inhib | TRb SRC2 PPI | L3MBTL1 inh
CCSc1nnc(NC(=O)c2cccc(S(=O)(=O)N(C)c3ccccc3)c2)s1 | 31.3%[activator] | -12.0% | -1.7% | 6.2% | -0.4% | -7.1% | 10.5% | 4.0%
CCc1nc2ccc(C(=O)N3CCN(c4cc(C)ccc4C)CC3)cc2nc1CC | / | -15.0% | ? | / | -2.4% | 7.0% | 3.6% | /
Cc1cccc(NC(=O)CSc2ccc(-c3ccccn3)nn2)c1C | 2.0% | -6.8% | -8.3% | -0.3% | 3.3% | 2.8% | 2.5% | /
CC(C(=O)N1CCN(C2c3ccccc3-c3ccccc32)CC1)N1C(=O)c2ccccc2C1=O (centres undefined) | 6.6% | -14.7% | -14.7% | 1.0% | -0.7% | 0.7% | -18.0% | -9.8%
Cc1ccc(-c2nc(NC(=O)CSc3nnc(C)s3)ns2)cc1 | ? | -3.0% | -13.9% | -1.0% | 0.2% | -0.2% | 3.6% | -5.0%
COC1CCN(C(=O)c2ccc(OC3CCN(Cc4ccccn4)CC3)cc2)CC1 | 2.5% | -7.8% | -9.0% | -3.0% | -0.9% | -14.6% | 2.4% | 4.5%
CCSc1ccccc1C(=O)N1CCN(c2ccc([N+](=O)[O-])cc2)CC1 | 14.1µM* | -13.8% | ? | 7.5% | -0.3% | 9.6% | 5.1% | -16.3%
C/C(CCC(=O)O)=N/Nc1ccc([N+](=O)[O-])cc1[N+](=O)[O-] | -7.9% | -11.3% | ? | -1.9% | -1.4% | 10.1% | -11.0% | -6.1%
O=C(Cn1nnc(-c2ccccc2F)n1)NCCc1ccccc1 | -9.0% | -9.3% | -10.1% | -1.2% | 0.8% | 4.4% | -3.9% | /
O=S(=O)(Nc1ccccn1)c1ccc(Oc2ccccc2)cc1 | -4.2% | -3.2% | -7.4% | 5.0% | -0.3% | -3.0% | 12.5% | -1.4%
C=CCn1c(-c2ccc(S(=O)(=O)N3CCOCC3)cc2)csc1=Nc1ccccc1 | ? | ? | ? | 4.4% | -0.3% | 4.2% | -12.5% | -27.3%
CCOC(=O)CSc1nc2ccc(NC(=O)c3cccc(F)c3)cc2s1 | / | ? | -5.1% | / | ? | ? | 3.1% | /
CCOC(=O)c1c(NC(=O)c2ccc(N3C(=O)[C@@H]4[C@H](C3=O)[C@H]3C=C[C@@H]4C3)cc2)sc2c1CC(C)CC2 (some centres undefined) | ? | -0.7% | 0.7% | -21.9% | -4.9% | -3.3% | 1.2% | -6.6%
CN(C(=O)CSc1nnnn1-c1ccccc1)C1CCCCC1 | ? | -3.7% | -15.2% | -3.5% | 4.9% | -4.0% | 2.7% | 5.6%
CCc1ccc(C(=O)/C=C/Nc2ccc(S(=O)(=O)Nc3onc(C)c3C)cc2)cc1 | ? | -18.6% | ? | -4.0% | -2.5% | -11.1% | -2.9% | -3.5%
Cc1ccc(C(=O)CSc2nnnn2Cc2ccccc2)cc1C | / | -23.2% | / | -3.1% | -1.7% | -4.6% | -1.4% | /
CCOc1cc(C#N)c(NC(=O)c2cccnc2Cl)cc1OCC | 15.4% | -1.9% | -3.7% | -8.2% | -0.7% | 6.6% | -10.7% | 4.2%
Cn1c(-c2cccs2)nc2ccccc21 | ? | 0.9% | -11.3% | 0.6% | -1.2% | 5.4% | 4.2% | /
O=C(Cn1c(=O)oc2cc(S(=O)(=O)N3CCCC3)ccc21)Nc1ccc(OC(F)(F)F)cc1 | / | 0.4% | 8.4% | / | -1.1% | ? | -9.3% | /
CCOc1nc(Nc2ccc([N+](=O)[O-])cc2)nc(NC(C)(C)C)n1 | -7.2% | ? | -8.8% | 1.6% | -4.6% | -13.7% | 1.1% | -16.9%
CCOC(=O)CSc1nnc(-c2ccccc2NC(=O)c2ccccc2)o1 | ? | 2.3% | 1.5% | -0.4% | 2.4% | -2.3% | -14.2% | 6.0%
CCn1c(C(C)NC(=O)Cc2ccccc2)nc2ccccc21 (centres undefined) | 4.0% | -7.2% | -7.1% | -3.2% | -3.9% | -2.9% | 2.2% | 1.6%
CC(CNC(=O)C1CCCCC1C(=O)O)c1ccccc1 (centres undefined) | 11.4% | 1.8% | -6.4% | -8.0% | 1.7% | 4.3% | -13.2% | /
CCOc1ccccc1NC1=NC2CS(=O)(=O)CC2S1 (centres undefined) | / | -19.3% | / | -8.2% | -1.9% | -5.3% | 8.2% | /
COc1cccc(CN2CCNC(=O)C2CC(=O)N2CCOc3ccccc3C2)c1OC (centres undefined) | 3.8% | -0.6%[2.34 µM] | 2.7% | 0.7% | -2.5% | 5.5%[2.34 µM] | -3.5% | 15.7%
CCc1ccc(OCc2nnc(SCC(=O)NCc3ccco3)o2)cc1 | 5.0% | -10.5% | -9.0% | 7.9% | -0.2% | -9.4% | -8.4% | -1.5%
O=C(Nc1ccc(Br)cc1)C1CCN(c2cnccn2)CC1 | / | -13.0% | -8.2% | / | -1.3% | -6.3% | -2.5% | /
Cc1ccc2cccc(S(=O)(=O)N3CCN(c4cccc(Cl)c4)CC3)c2n1 | 10.3% | -24.7% | -6.5% | -1.2% | -5.8% | -3.1% | 9.0% | -1.4%[11.4 µM]
CC(C)Oc1cccc(-c2cc(C(=O)NC(=S)N(C)c3ccccc3C(=O)O)c3ccccc3n2)c1 | ? | 2.5% | -3.2% | 7.2% | 1.6% | 7.1% | -8.4% | 9.9%
CCn1c(=N)c(C(=O)NC2CCCCC2)cc2c(=O)n3cccc(C)c3nc21 | / | -11.8% | -2.9% | / | -2.7% | -6.5% | 2.7% | /

# Quoted at random: 2 entries already listed, in no set order.
smiles | ALDH1A1 inh | Tau fluor counter | Tau ThT inhib | aGal spleen mod | TR SRC2 fluor cs | Tau FP inhib | TRb SRC2 PPI | L3MBTL1 inh
CCOC(=O)CSc1nnc(-c2ccccc2NC(=O)c2ccccc2)o1 | ? | 2.3% | 1.5% | -0.4% | 2.4% | -2.3% | -14.2% | 6.0%
CC(CNC(=O)C1CCCCC1C(=O)O)c1ccccc1 (centres undefined) | 11.4% | 1.8% | -6.4% | -8.0% | 1.7% | 4.3% | -13.2% | /

# The listing continues:
smiles | ALDH1A1 inh | Tau fluor counter | Tau ThT inhib | aGal spleen mod | TR SRC2 fluor cs | Tau FP inhib | TRb SRC2 PPI | L3MBTL1 inh
CC1CN(C(=O)N2c3ccccc3Sc3ccccc32)CC(C)O1 (centres undefined) | 5.4% | -15.5% | -10.8% | 2.4% | -0.2% | 11.3% | -2.3% | -9.0%
CCOC(=O)CNC(=O)CSc1ncnc2c1cnn2-c1ccc(C)cc1 | 4.1% | -9.1% | -17.3% | 3.5% | 0.6% | 2.4% | -7.5% | -6.4%
CCc1ccc(N2C(=O)c3cc(N4CCOCC4)c([N+](=O)[O-])cc3C2=O)cc1 | 11.4% | 14.8% | 9.7% | -5.9% | -1.3% | -3.3% | 8.3% | 8.1%
CCN(C(=O)c1sc2cc(OC)ccc2c1Cl)c1ccccc1 | / | -28.7% | ? | / | -1.3% | -1.2% | 3.5% | /
Cc1cccc(-c2ncc(S(=O)(=O)C(C)(C)C)c(N)n2)c1 | / | -7.3% | -9.9% | 11.0% | -3.9% | -10.2% | 2.3% | 0.7%
O=C(Nc1ccccc1)OCc1cnc(Cl)s1 | 8.0% | -7.0% | -8.7% | -1.6% | -1.0% | 8.4% | -1.5% | 7.2%
CCOc1ccc(Nc2oc(-c3ccccc3Cl)nc2C#N)cc1 | -12.4% | ? | ? | -0.4% | 1.4% | 9.7% | -5.4% | /
CCOC(=O)C1(Cc2ccc(Cl)cc2)CCN(Cc2nccn2CC)CC1 | -2.7% | -2.5% | -10.6% | -4.5% | -4.4% | -0.2% | -0.2% | -28.4%
Cc1ccc(SCc2nc(-c3ccc(C(=O)Nc4cc(C)ccc4C)cc3)oc2C)cc1 | / | -19.9% | -17.9% | / | -0.6% | -11.7% | -1.9% | /
OB(O)c1cc2ccccc2o1 | -12.2% | -8.2% | -7.0% | -0.8% | -14.1% | 11.6% | -5.5% | /
O=C(Nc1cccc2ccccc12)c1nn(C23CC4CC(CC(C4)C2)C3)cc1[N+](=O)[O-] | ? | -19.7% | -11.0% | -25.6% | -1.4% | 8.0% | -14.5% | -5.8%
O=C(CSCc1ccccc1)Nc1cccc(C(=O)Nc2ccc(C(=O)O)cc2)c1 | ? | -0.4% | 0.7% | 5.8% | -5.3% | -3.3% | 0.7% | 15.0%
CC1CCC2C(=O)OC(Cc3ccccc3)CN2C1c1ccc(Br)cc1 (centres undefined) | 0.9%&2.8%[13.5 µM] | -26.1%&-18.1%[11.6 µM] | ? | 7.5%&1.0%[17.5 µM] | -0.7%&0.5%[11.2 µM] | -2.1%&-4.0%[11.6 µM] | -0.2%&-0.5%[11.2 µM] | /
CC1(C)CC2(CCCN(C(=S)Nc3ccccc3)C2)CCO1 (centres undefined) | / | -6.5% | -2.4% | -6.2% | -0.7% | 5.6% | 2.9% | -3.4%
Cc1cc(NC(=O)CSc2cn(CCNC(=O)c3ccc(Cl)cc3)c3ccccc23)no1 | ? | 2.0% | -4.5% | 22.1% | 1.7% | 3.6% | -1.2% | ?
CC(C(=O)N1CCc2ccccc21)N1CCc2ccccc2C1 (centres undefined) | ? | -2.9% | ? | 1.6% | -2.4% | 5.9% | -8.1% | -8.4%
Cc1ccc(S(=O)(=O)c2nnn3c2nc(N2CCCCC2)c2sccc23)cc1 | / | -15.9% | 2.1% | / | -1.0% | 5.0% | -0.6% | /
COCCNC(=S)NNC(=O)c1ccco1 | -0.6% | -6.1% | -8.3% | 4.0% | 0.6% | -1.2% | 3.2% | /
O=C(NCc1ccco1)C1CCN(S(=O)(=O)N2CCOCC2)CC1 | 8.0% | -2.6% | -3.7% | 9.1% | -5.9% | -7.7% | -3.8% | 3.5%
Cc1cc(-c2ccccc2)nc2oc3c(c12)NC(=O)CN(c1ccccc1)C3=O | / | -6.4% | -1.1% | 0.5% | 0.0% | -6.7% | 0.0% | 5.0%
CC(C)Cn1c2c(c(O)c(C(=O)Nc3nc4ccccc4s3)c1=O)CCCC2 | / | -3.9% | -1.9% | -7.2% | -0.1% | -0.3% | -6.0% | 2.9%
CCc1[nH]nc2c1C(c1ccc(C)o1)C(C#N)=C(N)O2 (centres undefined) | 1.1% | 5.6%[2.34 µM] | 4.8% | 2.6% | 11.9% | -1.5%[2.34 µM] | -5.9% | -3.5%
